Screens (PubChem BioAssay)
CSN inh = blocks human CSN-mediated cullin deneddylation; Q92905; Purified CSN, SCF-Nedd8-OG deneddylation, fluorescence polarization; inhibition, % at 12.5 µM; 360,000 compounds, 0.38% hits; AID 651999;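 active = pattern-corrected inhibition above about 35%, with an unprinted fluorescence ratio check between 0.5 and 1.5, limit read from the data, passing the limit was not always enough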;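 note: 0% = enzyme with substrate and 100% = substrate without enzyme; some results filed as inactive read as strong as hits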
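Material: human Csn5 produced in HEK293T cells; Input: enzyme 0.24 nM; Reagent: SCFSkp2-Nedd8OG substrate at 10 nM final; Dosing: 12.5 µM compound; Incubation: 90 min reaction at room temperature; Detection: fluorescence polarization of the substrate; Evaluation: % inhibition of substrate cleavage by Csn5; Control set: substrate-only high control, full reaction low control.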
Rpn11 inh = inhibitors of human proteasome Rpn11; O00487; human 26S proteasome, Ub4-pepOG fluorescence polarization; 20S core pre-blocked with epoxomicin; calls only at 20 µM; 360,000 compounds, 0.59% hits; AID 588493;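 active = inhibition at 20 µM, scaled to each plate's controls, above about 33%, limit read from the data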
NadD inh = NadD (S. aureus) enzyme inhibition | inhibition, % at 20 µM | 360,000 compounds, 0.78% hits | purified NadD enzyme, colorimetric absorbance read-out; in the data active = inhibition above about 26%; note: some compounds past the cut are filed as inactive
MsrA inhibitor = bovine MsrA inhibition; purified bovine MsrA, absorbance read-out; inhibition, % at 15.5 µM; 360,000 compounds, 0.75% hits; in the data active = inhibition above about 4.5%;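 note: 0% = vehicle wells with enzyme and 100% = reference inhibitor wells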
Tb MetRS inh = blocks T. brucei methionyl-tRNA synthetase activity. 360,000 compounds, 0.4% hits. purified T. brucei MetRS, ATP depletion, Kinase-Glo luminescence. inhibition, % at 11.9 µM. AID 624268;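 active = inhibition above a per-plate cutoff of the control wells' mean inhibition plus 3 SD, cut at about 5.5% in these data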;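 note: 0% = DMSO wells median and 100% = median of wells with control inhibitor compound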
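Test system: purified T. brucei MetRS enzyme. Also added: ATP, methionine and E. coli bulk tRNA substrates. Compound: 11.9 µM single point. Schedule: 15 min enzyme-compound preincubation, 2 h reaction, 10 min detection, 25 °C. Signal: luciferase luminescence of residual ATP, Kinase-Glo. Evaluation: percent inhibition versus plate control medians. Controls: DMSO wells, low control.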
SUMO1-SIM PPI = alters human SUMO1 binding to SIM partners | inhibition, % at 20 µM | SUMO1 binding to a labelled peptide, TR-FRET, 1 h | 360,000 compounds, 0.33% hits | P63165 | AID 602429; in the data active = inhibition above about 37%
Target sequence (P63165 whole entry, looked up): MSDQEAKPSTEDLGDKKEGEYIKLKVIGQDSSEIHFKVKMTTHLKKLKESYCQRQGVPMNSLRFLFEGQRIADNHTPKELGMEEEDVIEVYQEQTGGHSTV
Scp-1 inhibitor = inhibitors of human Scp-1 phosphatase | AID 493091 | Recombinant Scp1, phosphopeptide, malachite green phosphate absorbance | Q9GZU7 | inhibition, % at 20 µM | 340,000 compounds, 0.88% hits;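 active = inhibition above about 50% at 20 µM, limit read from the data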;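 note: plate controls were DMSO wells with enzyme for no effect and wells lacking enzyme for full effect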
Target sequence (Q9GZU7 76-261 limits assumed): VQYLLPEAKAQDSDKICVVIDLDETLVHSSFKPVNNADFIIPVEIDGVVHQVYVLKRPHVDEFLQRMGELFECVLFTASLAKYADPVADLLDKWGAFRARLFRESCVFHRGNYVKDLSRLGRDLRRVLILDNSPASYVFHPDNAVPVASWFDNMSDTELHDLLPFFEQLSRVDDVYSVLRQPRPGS
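Test system: SCP-1 phosphatase catalytic domain, residues 76-261; measured by: colorimetric phosphate reagent with accelerator and stabiliser, absorbance at 630 nm; timing: enzyme reaction 45 min at room temperature, colour 5 min, stabilisation 30 min; also added: Phosphorylated 17-residue peptide substrate; compound dosing: one concentration, 20 µM, with 1.0% DMSO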
STEP inh = inhibitors of human striatal-enriched phosphatase STEP; inhibition, % at 20 µM; AID 588621; recombinant STEP, OMFP fluorogenic substrate, fluorescence; 360,000 compounds, 0.25% hits; P54829;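 active = inhibition at 20 µM, scaled per plate between control wells, above about 37%, limit read from the data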;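 note: 0% = DMSO with enzyme and substrate and 100% = substrate only without enzyme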
Target sequence (P54829 whole entry, looked up): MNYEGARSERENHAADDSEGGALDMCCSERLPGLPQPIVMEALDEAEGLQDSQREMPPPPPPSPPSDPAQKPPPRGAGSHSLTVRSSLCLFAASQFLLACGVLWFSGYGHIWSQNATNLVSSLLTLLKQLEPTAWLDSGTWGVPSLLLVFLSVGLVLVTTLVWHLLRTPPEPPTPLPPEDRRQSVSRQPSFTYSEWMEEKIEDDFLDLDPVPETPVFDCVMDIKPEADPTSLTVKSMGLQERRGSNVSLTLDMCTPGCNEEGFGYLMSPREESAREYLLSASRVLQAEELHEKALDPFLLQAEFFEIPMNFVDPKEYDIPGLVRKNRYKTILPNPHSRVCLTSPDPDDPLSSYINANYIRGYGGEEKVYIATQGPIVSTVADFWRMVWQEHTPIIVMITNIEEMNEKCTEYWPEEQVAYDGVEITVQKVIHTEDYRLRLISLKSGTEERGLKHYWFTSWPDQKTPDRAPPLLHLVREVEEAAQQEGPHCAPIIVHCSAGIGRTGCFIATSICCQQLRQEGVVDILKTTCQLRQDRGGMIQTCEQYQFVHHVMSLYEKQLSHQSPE
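Test system: STEP tyrosine phosphatase / Reagent: OMFP at 25 µM / Doses: 20 µM, 1% DMSO / Read-out: percent inhibition scaled to no-enzyme and uninhibited-enzyme controls, plate-pattern corrected / Detection: FITC-channel fluorescence of OMFP product / Medium: Bis-Tris buffer pH 6.0, 2.5 mM DTT, 0.005% Tween 20 / Schedule: 20 min at room temperature, dark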
DNMT1 block = inhibitors of human DNMT1 | DNMT1 molecular beacon, Hinp1I cleavage, fluorescence | 360,000 compounds, 0.83% hits | inhibition (reported as % activation of signal), % at 10 µM; in the data active = inhibition above about 50%
LMPTP inh = blocks human LMPTP phosphatase; P24666; recombinant LMPTP-A, OMFP fluorogenic substrate, fluorescence intensity; inhibition, % at 20 µM; 360,000 compounds, 0.22% hits; AID 651560;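 active = compounds that cut the enzyme signal by at least half of the control window in the single-dose screen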;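 note: plate controls were DMSO wells with enzyme plus substrate for no effect and substrate without enzyme for full effect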
Target sequence (P24666 whole entry, looked up): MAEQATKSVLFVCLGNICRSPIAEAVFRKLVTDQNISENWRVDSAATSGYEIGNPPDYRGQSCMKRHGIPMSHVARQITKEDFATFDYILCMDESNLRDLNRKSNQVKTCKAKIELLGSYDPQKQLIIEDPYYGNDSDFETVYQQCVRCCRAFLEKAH
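Test system – LMPTP-A phosphatase enzyme · Quantity – 0.625 nM LMPTP-A final · Reagent – OMFP substrate, 400 µM final · Dosing – one test concentration per compound, 20 µM, with 3% DMSO overall · Timing – 50 min enzyme reaction at room temperature, protected from light · Detection – fluorescence intensity · Controls – substrate-only low control, DMSO enzyme-plus-substrate high control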
Numbers without * were called inactive; i = inactive; nt = not tested or not shown.

SMILES | CSN inh | Rpn11 inh | NadD inh | MsrA inhibitor | Tb MetRS inh | SUMO1-SIM PPI | Scp-1 inhibitor | STEP inh | DNMT1 block | LMPTP inh
OCC[C@@H]1C[C@@H](O)[C@H](O)[C@@]2(CCc3ccccc3O2)O1 | -1.1 | i | -1.6 | 0.4 | 0.7 | 0.0 | -3.0 | -1.6 | 5.6 | -1.1
COc1ccc(CCN2CC(C(=O)N3CCC(OC)CC3)CCC2=O)cc1 (configuration not stated) | 0.1 | i | -2.1 | 1.6 | 0.1 | 5.4 | -10.2 | -2.1 | 0.7 | 0.5
Cc1ccc(C(=O)NCCNS(=O)(=O)c2ccccc2)cc1 | 0.4 | i | -6.0 | 1.1 | 0.2 | 0.2 | -6.9 | 2.5 | -0.7 | -1.6
C/C(=N\NC(=O)c1c(Br)c(C)nn1C)c1cccc(NC(=O)c2ccccc2C)c1 | -1.8 | i | -0.2 | 0.1 | 0.2 | 4.0 | -4.4 | -2.3 | -0.3 | -2.3
CSc1n[nH]c(=S)n1N | -0.1 | i | -2.0 | -0.2 | -0.1 | 6.7 | -1.8 | -4.2 | 12.3 | -2.4
NC(=O)c1cccnc1Nc1ccccc1Cl | 0.7 | i | -1.4 | 1.8 | 0.1 | -0.1 | -7.0 | -2.0 | -3.0 | 0.7
CC(C)C[C@@H](CO)NC(=O)CC[C@H](NC(=O)OC(C)(C)C)C(=O)N(Cc1ccccc1)Cc1ccccc1 | 0.4 | i | -1.7 | 1.7 | -0.3 | 1.5 | -8.5 | 3.0 | 0.8 | -1.3
CC(C)(C)OC(=O)N1CCCC1C(=O)N1CCCC1C(=O)N1CCCC1C(=O)O (configuration not stated) | -2.1 | i | -4.4 | 1.6 | -0.8 | -4.2 | -3.6 | 3.1 | -0.3 | -2.4
COCc1cc(C)nc(N/N=C/c2ccc(-c3ccc(Cl)cc3[N+](=O)[O-])o2)c1C#N | 6.1 | i | 3.8 | 6.4* | 1.4 | -18.8 | -17.6 | -0.8 | -9.7 | 0.0
CCOc1ccccc1C(=O)NCCNC(=O)c1ccccc1OCC | 2.7 | i | -4.2 | -1.4 | -0.8 | 1.9 | -8.9 | 0.6 | 3.2 | -0.2
Cc1ccc(C2C(C#N)=C(N)Oc3c2c(=O)n(C)c(=O)n3C)cc1 (configuration not stated) | 3.0 | i | 0.3 | -0.1 | -0.6 | -8.8 | 6.0 | -2.0 | -9.6 | -1.4
O=C(NCCN1CCC(n2c(=O)[nH]c3ccccc32)CC1)c1cccc(F)c1 | 4.0 | nt | -2.7 | -1.0 | -0.4 | 5.8 | nt | nt | nt | 2.1
COCCn1c(CNc2ccc(F)cc2)nnc1SCC(=O)Nc1ccc(OC)cc1OC | 3.0 | i | 4.0 | -0.6 | -1.4 | 0.7 | 15.8 | 1.5 | -1.8 | -1.1
O=C(NCCc1ccccc1)c1ccc(=O)[nH]c1 | -0.7 | i | 0.8 | -0.8 | 0.1 | -1.0 | -7.4 | -9.5 | -1.5 | -2.4
O=C(CCCn1c(=O)[nH]c2ccsc2c1=O)Nc1ccc(F)cc1 | 0.2 | i | -1.1 | nt | -1.1 | -3.8 | 3.1 | 0.4 | -0.9 | 1.1
CC(C)c1ccc(C2NC(=O)NC3=C2CCc2ccccc23)cc1 (configuration not stated) | 13.4 | i | 15.1 | 0.4 | -0.7 | -16.1 | 3.2 | 9.0 | -6.3 | 0.6
CC(=O)Nc1cccc(-c2ccnc3c2CC(C(=O)Nc2cccc(Oc4ccccc4)c2)O3)c1 (configuration not stated) | -2.1 | i | 26.9 | 0.5 | 0.1 | -0.3 | nt | -3.3 | -20.7 | 4.6
O=C(Nc1ccc(Cl)cc1)N1CCCN(c2ccc(C(F)(F)F)cc2[N+](=O)[O-])CC1 | 1.1 | i | -5.0 | 0.4 | -0.8 | -8.5 | -22.9 | 0.2 | 1.0 | 2.8
CN(CC(=O)Nc1ccc(N2CCOCC2)cc1)C(=O)COc1ccccc1F | 0.7 | i | -0.5 | -0.1 | -0.4 | 5.8 | 1.3 | 2.2 | 21.9 | -0.6
O=C(/C=C/NNC(=O)c1cccc(Br)c1)c1ccccc1 | 7.0 | i | 12.8 | 1.1 | 0.7 | -13.6 | 3.8 | -1.8 | -8.3 | 2.0
CCn1cc(C(=O)Nc2ncccc2O)c(=O)c2cc(F)c(N3CCN(C(=O)c4ccco4)CC3)cc21 | 1.3 | i | 11.9 | 1.7 | 1.4 | 29.7 | -2.3 | 6.7 | -3.6 | 35.6
CC(C)(C)OC(=O)N1CCCC(C(=O)Nc2ccc(C(=O)NC3CC3)cc2)C1 (configuration not stated) | 1.2 | i | -2.0 | -0.1 | -0.3 | 2.2 | -4.2 | -3.5 | 1.6 | -2.0
COc1ccc(NC(=S)NNC(=O)COc2ccc(Cl)cc2Cl)cc1 | -11.3 | i | -3.2 | -0.4 | 0.8 | 10.6 | -7.3 | -1.6 | 0.8 | 0.3
O=C(NCc1ccco1)c1cnn2c(C(F)(F)F)cc(-c3ccccc3)nc12 | -6.7 | i | 3.4 | -0.4 | -0.4 | -5.8 | 18.5 | 4.5 | -0.4 | 5.1
O=C1Nc2ccccc2/C1=N\N=C\C1=C(N2CCOCC2)C(=C\c2ccccc2)/CC1 | -1.2 | i | 9.7 | -0.5 | -0.6 | -25.2 | nt | 10.8 | -4.7 | 12.9

3 records drawn at random from those above, as already listed:
SMILES | CSN inh | Rpn11 inh | NadD inh | MsrA inhibitor | Tb MetRS inh | SUMO1-SIM PPI | Scp-1 inhibitor | STEP inh | DNMT1 block | LMPTP inh
COCCn1c(CNc2ccc(F)cc2)nnc1SCC(=O)Nc1ccc(OC)cc1OC | 3.0 | i | 4.0 | -0.6 | -1.4 | 0.7 | 15.8 | 1.5 | -1.8 | -1.1
CCOc1ccccc1C(=O)NCCNC(=O)c1ccccc1OCC | 2.7 | i | -4.2 | -1.4 | -0.8 | 1.9 | -8.9 | 0.6 | 3.2 | -0.2
CN(CC(=O)Nc1ccc(N2CCOCC2)cc1)C(=O)COc1ccccc1F | 0.7 | i | -0.5 | -0.1 | -0.4 | 5.8 | 1.3 | 2.2 | 21.9 | -0.6

Carrying on.
SMILES | CSN inh | Rpn11 inh | NadD inh | MsrA inhibitor | Tb MetRS inh | SUMO1-SIM PPI | Scp-1 inhibitor | STEP inh | DNMT1 block | LMPTP inh
Cc1cc(=O)oc2c1c(C(F)(F)F)nn2-c1ccccc1 | 1.3 | i | -4.3 | 0.5 | 0.1 | -0.1 | 0.6 | -2.8 | 1.9 | 1.1
CN(C(=O)COC(=O)c1ccccc1SCC(=O)NC1CCCCCCC1)C1CCS(=O)(=O)C1 (configuration not stated) | -2.4 | i | 1.1 | 0.1 | 0.0 | 1.5 | -11.7 | 0.4 | 1.8 | -0.3
CC(=O)N1CCCc2cc(S(=O)(=O)NC(C(=O)NC(C)c3ccccc3)C(C)C)ccc21 (configuration not stated) | -1.9 | i | -2.6 | 0.6 | -0.8 | 2.1 | -6.8 | -2.7 | -0.5 | -1.2
CCCN1CNc2c(c(=O)[nH]c(=S)n2-c2ccc(Cl)cc2)C1 | -4.8 | i | -2.4 | 0.7 | -0.1 | -3.6 | -10.6 | 1.1 | 1.3 | -2.9
COc1ccccc1NC(=O)CSc1nc2n[nH]c(C)c2c(=N)n1-c1ccccc1Cl | 6.0 | i | 11.8 | 0.8 | -0.6 | 16.5 | -3.4 | 1.8 | -17.9 | -1.1
CC(C)NC(=O)CN1C(=O)c2cccc3cccc1c23 | -1.8 | i | 2.0 | 0.5 | -0.1 | -16.7 | 3.0 | -1.7 | 0.8 | -0.4
CC1=NN(C(=O)c2ccccc2Br)C(O)(c2ccc(Cl)cc2)C1 (configuration not stated) | 1.0 | i | -7.5 | 0.4 | -0.1 | -2.5 | -6.5 | -1.9 | 1.1 | 0.4
CCC(C)N1C(=O)C2C(C(=O)Nc3cccc(OC)c3)C3C=CC2(O3)C1C(=O)NC1CCCCC1C (configuration not stated) | -0.1 | i | -2.0 | -0.2 | -1.7 | 0.9 | 7.7 | -3.5 | 5.2 | -0.1
CC(C)CN(C(=O)COC(=O)c1ccccc1SCC(=O)NC1CCCCCC1)C1CCS(=O)(=O)C1 (configuration not stated) | -2.3 | i | 6.2 | -0.6 | -0.3 | 0.0 | -7.3 | 1.3 | 4.5 | -1.7
c1ccc2[nH]c(Cn3nnc4ccccc43)nc2c1 | 2.8 | i | -9.9 | -1.1 | 1.5 | 1.9 | -8.2 | -0.2 | 7.1 | -3.0
O=C(O)c1ccc(NC(=S)NC(=O)c2cccnc2)cc1 | 2.2 | i | 3.2 | 0.3 | 0.1 | 3.9 | -2.4 | -0.9 | 1.0 | 0.9
Nc1nc(-c2cccs2)c(NC(=O)c2ccccc2)s1 | -0.9 | i | 1.2 | -0.1 | -0.1 | -5.4 | 19.2 | 2.0 | -10.8 | -1.7
COc1ccc(C(CNC(=O)Cc2cccs2)N(C)C)cc1 (configuration not stated) | -2.3 | i | 4.3 | 0.2 | -0.8 | 3.5 | -1.2 | -0.5 | 1.2 | 0.1
CC1(C)[C@H]2CC[C@]1(C)[C@@H](OC(=O)C[N+]1(C)CCOCC1)C2 | 3.4 | i | -1.1 | 1.1 | -1.3 | 1.1 | -3.5 | -4.7 | 0.6 | -0.4
NNC(=O)Cn1c(-c2ccccc2)cc(=O)n2ncnc12 | 0.9 | i | 3.5 | 1.0 | -0.3 | 2.3 | 69.2* | -0.9 | 2.5 | -1.8
O=C(Oc1ccc(-c2nc(-c3ccccn3)no2)cc1)c1ccccc1 | 8.5 | i | -1.4 | -0.6 | -1.9 | -1.2 | 7.7 | 4.7 | 52.9* | 1.9
COc1ccccc1N1CCN(C(=O)Cc2ccc(Cl)cc2)CC1 | 2.5 | i | -0.2 | 1.3 | -0.1 | 2.9 | -1.8 | -1.1 | -2.5 | 1.5
CNC(=O)c1sccc1SCc1ccc(Cl)cc1Cl | 0.2 | i | 4.7 | -1.2 | 1.0 | -3.1 | -10.8 | 3.2 | 0.2 | 0.6
O=C(CSc1nc2ccccc2c(=O)n1CCCN1CCOCC1)N1CCN(c2ccccc2)CC1 | 4.4 | i | -4.0 | 0.4 | -0.8 | -4.0 | -2.1 | -0.1 | 0.9 | -0.2
